eIF4E 4G PPI – eIF4E–eIF4G protein interaction inhibitors, primary screen, biochemical, uHTS, TR-FRET, eIF4GI fragment; TR-FRET eIF4E-eIF4GI(517-606) binding, 2 h; inhibition, % at 21.7 µM; hit rate 0.37% among 220,000;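 active means inhibition above about 30%, limit read from the data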;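 further: 0% = full FRET control wells and 100% = background wells lacking eIF4GI fragment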
TbHK1 inh – Trypanosoma brucei hexokinase 1 inhibitors, primary screen, biochemical, G6PDH-coupled NADH absorbance, MLSCN library; AID 1430, 2008; recombinant TbHK1, G6PDH-coupled NADH A340; inhibition, % at 10 µM; hit rate 0.11% among 220,000; hexokinase 1 [Trypanosoma brucei];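 active means inhibition of 50% or more in the single-dose primary screen; inactive means inhibition below 50%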
zVAD death inh – inhibitors of zVAD-triggered necroptosis, primary screen, L929 cells | L929 zVAD necroptosis rescue, ATP luminescence, 24 h; with zVAD 60 µM | viability rescue, % at 10 µM | hit rate 0.38% among 220,000;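 active means activation, scaled between plate controls, above about 75%, limit read from the data; inactive means activation under that limit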;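 further: 0% = zVAD with DMSO and 100% = DMSO alone without zVAD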
EP2 antag – human EP2 receptor antagonists, primary screen, TR-FRET cAMP, C6 glioma cells. Prostaglandin E2 receptor EP2 subtype (Homo sapiens), P43116. inhibition, % at 25 µM. C6 glioma cells expressing human EP2; cells stimulated with saturating PGE2. AID 1422, 2008. hit rate 0.52% among 260,000;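 active means percent inhibition above 40 after rounding to a whole number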;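 further: rat C6 glioma host cells with rolipram phosphodiesterase inhibitor present; the protocol text gives 20 µM as final concentration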
Rad51 HR inh – human RAD51 strand exchange inhibitors, primary screen, biochemical, fluorescence | AID 1385, 2008 | hit rate 0.085% among 200,000 | inhibition, % at 10 µM | hRad51 DNA strand exchange, fluorescence dequenching | DNA repair protein RAD51 homolog 1 (Homo sapiens), Q06609;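 active means inhibition above 40% at the single screening dose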;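 further: 0% = DMSO control wells and 100% = blanks with heterologous ssDNA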
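Material: hRad51 filaments on single-stranded DNA; Reagent: Donor/quencher-labelled 47-bp dsDNA substrate; Compound: 10 µM final, single point; Schedule: 37 °C 15-min filament assembly, 30-min compound preincubation, 15-min exchange; Technique: FRET fluorescence, excitation 485 nm, emission 520 nm; Benchmarks: control wells and blank wells on each plate.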
m-calpain inh – inhibitors of pig calpain II, primary screen, biochemical, fluorogenic peptide substrate, 1536-well; inhibition, % at 16 µM; AID 1236, 2008; purified calpain II, 30 min; hit rate 0.37% among 220,000;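 active means inhibition above about 50%, limit read from the data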
14-3-3 Bad inh – inhibitors of 14-3-3 zeta/Bad binding, primary screen, biochemical, TR-FRET, bovine 14-3-3 zeta; TR-FRET 14-3-3zeta/Dy647-pBad peptide displacement, 1 h; 14-3-3 protein zeta/delta (Bos taurus), P63103; AID 781, 2007; hit rate 0.71% among 220,000; inhibition, % at 21.7 µM;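 active means inhibition above about 70%, limit read from the data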;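 further: 0% = full 14-3-3 plus peptide FRET controls and 100% = background without 14-3-3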
Target sequence (P63103 whole entry, looked up): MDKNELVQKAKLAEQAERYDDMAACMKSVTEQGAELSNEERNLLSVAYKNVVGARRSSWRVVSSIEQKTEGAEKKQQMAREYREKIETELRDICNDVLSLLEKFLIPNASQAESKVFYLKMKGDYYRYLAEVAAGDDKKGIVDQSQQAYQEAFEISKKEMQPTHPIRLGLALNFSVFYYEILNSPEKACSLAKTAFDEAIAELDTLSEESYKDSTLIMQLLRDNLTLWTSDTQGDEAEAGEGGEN
EP2 modulator – EP2 receptor modulators, cAMP readout, primary screen, cell-based, HTRF cAMP, PGE2 stimulation. Prostaglandin E2 receptor EP2 subtype (Homo sapiens), P43116. EP2-expressing cells, cAMP HTRF FRET, PGE2 co-stimulation. induction, % at 25 µM. hit rate 0.83% among 260,000;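 active means compounds whose cAMP rise, as percent of the full-agonist control response, exceeds 60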;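 further: rat C6 glioma line stably carrying human EP2 under a CMV promoter; the protocol text gives 20 µM as final concentration; 100% = response of wells given 1 µM PGE2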
Hck Nef HTS – inhibitors of Nef-activated human Hck kinase, primary screen, biochemical, Z-Lyte FRET, 384-well, Hck-YEEI. hit rate 0.68% among 220,000. inhibition, % at 20 µM. Recombinant Hck-YEEI plus Nef, Z-Lyte FRET kinase assay. AID 463187, 2010. Tyrosine-protein kinase HCK (Homo sapiens), P08631;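 active means Hck-Nef kinase inhibition above about 50%, limit read from the data; inactive means inhibition below that limit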;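 further: 0% = DMSO with Hck plus Nef and 100% = Hck alone without Nef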
Target sequence (P08631 whole entry, looked up): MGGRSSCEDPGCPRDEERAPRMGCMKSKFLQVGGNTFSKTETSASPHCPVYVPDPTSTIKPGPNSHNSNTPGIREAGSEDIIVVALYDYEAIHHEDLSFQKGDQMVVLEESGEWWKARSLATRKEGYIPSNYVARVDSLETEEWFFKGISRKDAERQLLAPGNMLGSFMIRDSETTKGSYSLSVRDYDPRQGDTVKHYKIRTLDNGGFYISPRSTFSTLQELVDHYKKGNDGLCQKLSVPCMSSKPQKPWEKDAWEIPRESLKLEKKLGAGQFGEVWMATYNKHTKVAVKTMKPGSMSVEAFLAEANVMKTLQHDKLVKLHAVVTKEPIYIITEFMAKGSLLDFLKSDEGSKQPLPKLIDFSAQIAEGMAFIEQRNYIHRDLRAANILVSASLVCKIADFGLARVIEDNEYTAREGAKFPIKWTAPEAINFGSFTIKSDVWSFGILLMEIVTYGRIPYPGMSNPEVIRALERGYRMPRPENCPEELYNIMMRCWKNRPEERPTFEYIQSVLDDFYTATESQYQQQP
* hit, by the source's call; i = inactive; nt = no result given; [ ] = remark or other dose.

SMILES	eIF4E 4G PPI	TbHK1 inh	zVAD death inh	EP2 antag	Rad51 HR inh	m-calpain inh	14-3-3 Bad inh	EP2 modulator	Hck Nef HTS
CCOc1ccc(NC(=O)CCCc2cc(-c3ccc(OCC)cc3)on2)cc1	6	-2	0.3	5	-3	-23	3	7	-1
CCCn1c(N)c(Sc2ccc(Cl)cc2)c(=O)n(CCC)c1=O	-16[fluorescence artefact?]	-3	1.0	20	-9	18	1	16	2
Cc1ccc(-c2nc(CN(C)Cc3cccc4cnccc34)c(C)o2)s1	-4	-3	-1.0	7	9	6	-13	-26	9
Cc1cc(Br)ccc1NCc1ccccn1	7[fluorescence artefact?]	-12	0.2	15	-6	-7	76*	12	1
Cc1cc(C)c2c(=O)c(C#N)coc2c1	2	-3	1.6	18	15	-12	0	16	-2
COc1ccc(NC(=O)CN(C2CCCCC2)S(C)(=O)=O)cc1OC	0	-3	0.1	11	5	-17	10	20	-1
CCC1=NN(C(=O)C(=O)Nc2ccc(Br)cc2)C(O)(C(F)(F)F)C1 (stereo not given)	0	-6	1.5	7	3	13	2	53	3
O=C(NCc1cccnc1)C(=O)NCC1CCCO1 (stereo not given)	-1	0	13	5	2	-27	-3	27	17
COCCOC(=O)c1c(C)n(C)c2ccc(OC(=O)C3CC3)cc12	-2	-1	0.9	5	-4	2	-10[fluorescence artefact?]	-16	1
COc1ccc(NC(=O)c2cc(Br)ccc2Cl)c(OC)c1	17[fluorescence artefact?]	-1	0.7	1	-11	-3	-9	-10	0
CCCCn1c(SCC(=O)NCc2ccco2)nc2ccc(N3CCOCC3)cc2c1=O	-4	-7	1.5	7	-4	i	3	2	-2
COc1ccc(/C=C/C(=O)c2ccc3c4c(cccc24)CC3)cc1	4	-9	0.6	10	-2	-35	-2	-17	3
Cc1cccc(-n2c(O)cnc2Nc2nc(C)cc(C)n2)c1	-1	1	0.0	4	-8	-29	-15	9	12
O=CN1CCN(C(C(=O)NC2CCCCC2)c2cc3c(cc2[N+](=O)[O-])OCO3)CC1 (stereo not given)	5	-8	2.2	17	1	-12	-7	-16	21
Cc1ccccc1N1C(S)=C(C#N)C(=O)NC1c1cccs1 (stereo not given)	-3	-11	0.3	7	1	-39	12	-16	1
O=C(Nc1ccc2ccccc2c1)C(c1ccccc1)C1CCCC1 (stereo not given)	-3	7	-0.7	2	-1	18	1[fluorescence artefact?]	24	-4
O=c1c2c(nc3n1CCS3)c1cc(F)ccc1n2Cc1cc(=O)n2cc(Cl)ccc2n1	0	-11	0.0	8	-9	21	8	13	7
CCCCOc1ccc(C(C)NC(=O)CCS(=O)(=O)Cc2ccccc2Cl)cc1 (stereo not given)	5	-1	2.4	1	7	7	-3	17	1
Cn1c(NCC(O)c2ccccc2)nc2c1c(=O)n(Cc1ccc(Cl)c(Cl)c1)c(=O)n2C (stereo not given)	nt	1	-0.1	15	-3	nt	nt	nt	10
Cc1ccccc1OCC(=O)NC(=S)Nc1ccc(S(=O)(=O)NC2CCCCC2)cc1	-18	6	0.8	6	13	15	-6	-2	-1
Cc1ccc(-c2nn(CC(N)=O)c(=O)c3ccccc23)cc1S(=O)(=O)N(C)C	-1[fluorescence artefact?]	-5	-0.3	4	-5	-16	7[fluorescence artefact?]	7	0
O=C(CSc1nc2cc(Cl)ccc2s1)Nc1cccc(S(=O)(=O)N2CCOCC2)c1	3	-12	1.3	6	6	-35	1	7	0
COc1ccc(NC(=S)N(CCCN2CCC(C)CC2)Cc2cccs2)cc1Cl	-2	4	-1.2	2	1	17	-10	-17	23
Cc1cc(C)n(-c2nc(-c3ccc(Cl)c(Cl)c3)cs2)n1	-13	-2	0.2	13	2	2	-3	33	6
CCOc1ccc(NC(=O)CN2CCN(CC(=O)c3ccc(OCC)cc3)CC2)cc1	3	-5	-0.1	5	2	-1	5	-13	0
CCn1c(CSc2nc(C)cc(C)n2)nnc1SCC(=O)Nc1nc(-c2ccccc2)cs1	5[fluorescence artefact?]	0	-0.1	8	8	-19	-7[fluorescence artefact?]	-4	0
CNC(=O)CSc1nnc(-c2cnccn2)n1C	3	-2	4.9	14	0	-32	-9	11	20

12 of the compounds above, with two lines to a compound.
Every second line gives: eIF4E 4G PPI | TbHK1 inh | zVAD death inh | EP2 antag | Rad51 HR inh | m-calpain inh | 14-3-3 Bad inh | EP2 modulator | Hck Nef HTS
> Cc1cccc(-n2c(O)cnc2Nc2nc(C)cc(C)n2)c1
  -1 | 1 | 0.0 | 4 | -8 | -29 | -15 | 9 | 12
> O=CN1CCN(C(C(=O)NC2CCCCC2)c2cc3c(cc2[N+](=O)[O-])OCO3)CC1 (stereo not given)
  5 | -8 | 2.2 | 17 | 1 | -12 | -7 | -16 | 21
> Cc1ccccc1N1C(S)=C(C#N)C(=O)NC1c1cccs1 (stereo not given)
  -3 | -11 | 0.3 | 7 | 1 | -39 | 12 | -16 | 1
> O=C(Nc1ccc2ccccc2c1)C(c1ccccc1)C1CCCC1 (stereo not given)
  -3 | 7 | -0.7 | 2 | -1 | 18 | 1[fluorescence artefact?] | 24 | -4
> O=c1c2c(nc3n1CCS3)c1cc(F)ccc1n2Cc1cc(=O)n2cc(Cl)ccc2n1
  0 | -11 | 0.0 | 8 | -9 | 21 | 8 | 13 | 7
> CCCCOc1ccc(C(C)NC(=O)CCS(=O)(=O)Cc2ccccc2Cl)cc1 (stereo not given)
  5 | -1 | 2.4 | 1 | 7 | 7 | -3 | 17 | 1
> Cn1c(NCC(O)c2ccccc2)nc2c1c(=O)n(Cc1ccc(Cl)c(Cl)c1)c(=O)n2C (stereo not given)
  nt | 1 | -0.1 | 15 | -3 | nt | nt | nt | 10
> Cc1ccccc1OCC(=O)NC(=S)Nc1ccc(S(=O)(=O)NC2CCCCC2)cc1
  -18 | 6 | 0.8 | 6 | 13 | 15 | -6 | -2 | -1
> Cc1ccc(-c2nn(CC(N)=O)c(=O)c3ccccc23)cc1S(=O)(=O)N(C)C
  -1[fluorescence artefact?] | -5 | -0.3 | 4 | -5 | -16 | 7[fluorescence artefact?] | 7 | 0
> O=C(CSc1nc2cc(Cl)ccc2s1)Nc1cccc(S(=O)(=O)N2CCOCC2)c1
  3 | -12 | 1.3 | 6 | 6 | -35 | 1 | 7 | 0
> COc1ccc(NC(=S)N(CCCN2CCC(C)CC2)Cc2cccs2)cc1Cl
  -2 | 4 | -1.2 | 2 | 1 | 17 | -10 | -17 | 23
> Cc1cc(C)n(-c2nc(-c3ccc(Cl)c(Cl)c3)cs2)n1
  -13 | -2 | 0.2 | 13 | 2 | 2 | -3 | 33 | 6

Screens as filed in PubChem BioAssay.

An excerpt; rates above refer to the full screens.
